KOR beta-arrestin-1 = kappa opioid receptor activators – cell-based, luminescence, uHTS, primary screen (AID 1777); KOR beta-arrestin recruitment, luminescence; higher % means a stronger effect; activation, % at 10 µM, or EC50 in µM where a hit was titrated; 280,000 compounds, 0.02% hits; in the data active means activation above about 50%, passing the limit was not always enough; further: a part of the inactive calls stands beside numbers as strong as those of hits
NOD1 inhibition = NOD1 signaling inhibitors, primary screen, cell-based, luminescence, uHTS (AID 1578); 290,000 compounds, 1% hits; inhibition, % at 4 µM; hits with a dose series show EC50 in µM; NOD1-driven NF-kB luciferase reporter cells, luminescence; higher % means a stronger effect; in the data active means inhibition mostly above about 36%, no sharp cut-off; inactive means mostly below about 34%;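 further: HEK-293T reporter cells stimulated with the NOD1 agonist gamma-tri-DAP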
TNAP activators = stimulation of alkaline phosphatase TNAP activity – biochemical, luminescent, no phosphate acceptor, uHTS, primary screen (AID 1001); 200,000 compounds, 0.03% hits; purified TNAP, luminescent activation assay, no phosphate acceptor; higher activation fold means a stronger effect; one-dose activation fold at 20 µM; EC50 in µM for titrated hits; in the data active means activation fold from about 3, or a potency from the dose series; inactive means the rest, 99 in 100 with activation fold below about 1.6; further: many of its hits are not listed in these tables
NOD2 inhibition = NOD2 signaling inhibitors, cell-based, luminescence, uHTS, HEK293 (AID 1566). HEK293 NOD2/NF-kB luciferase reporter, luminescence; higher % means a stronger effect. inhibition, % at 4 µM, or EC50 in µM where a hit was titrated. 290,000 compounds, 0.63% hits; further: many of its hits are not listed in these tables
Yfh1-depleted yeast = enhancers of respiration in Yfh1-depleted yeast, dose response, Friedreich's ataxia, plus single-dose screen (AID 1465) | S. cerevisiae Yfh1-off respiration, WST-1 reduction, 72 h; higher fold induction means a stronger effect | fold induction at 50 µM, or EC50 in µM where a hit was titrated | 220,000 compounds, 0.074% hits;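 active means fold induction of absorbance versus untreated yeast above a set limit, then at least 30% activation at any dose in follow-up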;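 further: activators that raise dye reduction in frataxin-depleted yeast; strong numbers were not always called active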
GPR55 activation = GPR55 agonists via beta-arrestin recruitment, primary screen, imaging, U2OS cells, beta-arrestin-GFP redistribution (AID 1961). U2OS GPR55 beta-arrestin-GFP redistribution imaging; higher % means a stronger effect. one-dose activation, % at 10 µM; EC50 in µM for titrated hits. 290,000 compounds, 0.048% hits;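 active means activation above 40% with more than 50 cells counted in the well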;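 further: U2OS osteosarcoma cells stably expressing GPR55 and beta-arrestin-GFP; plate controls were DMSO negative control for no effect and LPI positive control for full effect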
KOR beta-arrestin-2 = kappa opioid receptor blockers – cell-based, luminescence, uHTS (AID 1778); KOR beta-arrestin recruitment, luminescence, antagonist mode; higher % means a stronger effect; one-dose inhibition, % at 10 µM; IC50 in µM for titrated hits; 290,000 compounds, 0.091% hits; further: strong numbers were not always called active
NTR1 ag = agonists of NTR1, primary screen, imaging, U2OS cells, beta-arrestin-GFP, high content (AID 493036) | activation, % at 20 µM | NTR1-U2OS beta-arrestin-GFP spot imaging, agonist mode | P30989 | 330,000 compounds, 0.17% hits;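 active means activation at or above 40% of the spot to cytoplasm intensity ratio, with at least 20 cells analyzed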;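 further: 0% = DMSO without peptide and 100% = 100 nM NTR1 peptide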
Target sequence (P30989 whole entry, looked up): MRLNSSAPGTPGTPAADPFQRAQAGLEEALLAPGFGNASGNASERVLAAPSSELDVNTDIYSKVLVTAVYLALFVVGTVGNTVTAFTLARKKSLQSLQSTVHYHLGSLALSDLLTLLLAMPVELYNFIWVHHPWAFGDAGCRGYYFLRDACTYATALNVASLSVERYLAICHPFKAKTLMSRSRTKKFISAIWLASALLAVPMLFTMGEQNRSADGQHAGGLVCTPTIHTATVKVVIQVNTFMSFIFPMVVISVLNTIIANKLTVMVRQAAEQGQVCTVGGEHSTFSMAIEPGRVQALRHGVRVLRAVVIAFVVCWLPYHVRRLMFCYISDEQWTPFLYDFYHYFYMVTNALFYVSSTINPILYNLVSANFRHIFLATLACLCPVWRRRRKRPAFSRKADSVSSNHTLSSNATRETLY
ER stress rescue = rescue of cells from ER stress-induced death, primary screen, 384-well, CSM14.1, thapsigargin, ATP luminescence (AID 1222); CSM14.1 thapsigargin-induced death rescue, ATP luminescence; higher % means a stronger effect; cellular ATP content (survival), % at 20 µM; hits with a dose series show EC50 in µM; 190,000 tested, under 10 active;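 active means EC50 below 50 µM in the dose-response confirmation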;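 further: death triggered by thapsigargin at about 15 µM added after 2 h compound pretreatment; cell ATP read after overnight thapsigargin exposure of roughly 18 to 22 hours; normalized against plate controls of thapsigargin alone and 5% DMSO vehicle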
NTR1 ag cell count 20 µM = further read-out of NTR1 ag, marked with its call; cell count; measured here: cell count, cytotoxicity flag
Numbers without * were called inactive; i = inactive; . = not tested or not shown; [ ] = remark or other dose. Unless noted, no stated cut-off is given here; in the data, active means inhibition above about 50%; inactive means the rest.

Values run as follows: ER stress rescue | NOD2 inhibition | NTR1 ag | KOR beta-arrestin-2 | NOD1 inhibition | TNAP activators | Yfh1-depleted yeast | KOR beta-arrestin-1 | GPR55 activation | NTR1 ag cell count 20 µM
- CCC(C)C(NC(=O)C1CCC(C)CC1)C(=O)Nc1cc(OC)ccc1OC (configuration not stated)
→ -0.5% | -8% | -0.1 | -23% | -17% | 1.1 | i | 5.9% | -0.1% | 79
- CCN(CC)c1ccc(NC(=O)c2c(OC)cccc2OC)c(C)c1
→ 3.6% | 0% | 0.0 | -40% | -6% | 1.1 | i | 1.8% | -0.1% | 63
- Cc1ccc2nc(-c3ccc(N4C(=NC(=O)CCC(=O)O)SC5CS(=O)(=O)CC54)cc3)sc2c1 (configuration not stated)
→ 2.5% | -50% | 0.3 | 1% | -41% | 1 | i | -3.1% | 0.5% | 50
- CC1CC(=O)N(CC(=O)NCc2ccco2)c2ccccc2S1 (configuration not stated)
→ 1.5% | -6% | 0.0 | 10% | -21% | 1.1 | i | 2.5% | -0.1% | 57
- O=C(CSc1nnc(-c2cccnc2)o1)Nc1ccccn1
→ 0.8% | -17% | 0.6 | 22% | -7% | 1.1 | i | -4.7% | 0.0% | 36
- O=C(NC(c1ccccc1)c1ccccc1)C1CCCC1
→ -2.0% | -1% | 0.4 | 24% | -22% | 1.1 | i | 2.1% | 0.0% | 69
- Cc1nc(-c2nc(-c3c(C(=O)NNC(=O)Nc4ccccc4)noc3C)cs2)cs1
→ . | 22% | -0.3 | 4% | 4% | . | i | 4.3% | 0.5% | 71
- CN1/C(=C\C(=O)c2cccnc2)Sc2ccccc21
→ -1.8% | -110% | -0.5 | 13% | -43% | 1.1 | i | -2.5% | -0.2% | 53
- CCN(CC)CCNC(=O)c1c(O)c2c([nH]c1=O)CCCC2
→ 1.2% | 9% | 1.4 | -37% | -10% | 1 | i | -9.0% | 0.6% | 60
- O=C(NCCCc1ccccc1)C1CCN(c2nnc(-n3cccc3)s2)CC1
→ 1.2% | -27% | -0.2 | 21% | -23% | 1.1 | i | -3.0% | -0.1% | 98
- CCOC(=O)N1CCN(S(=O)(=O)c2ccc(OC)c(OC)c2)CC1
→ 0.6% | 3% | 0.4 | 20% | -19% | 1.1 | i | 9.9% | 0.9% | 84
- CCOC(=O)C1(Cc2cccc(OC)c2)CCN(Cc2cnc(C)s2)CC1
→ 0.5% | 0% | 1.0 | 2% | -22% | 1 | i | 3.1% | -0.3% | 38
- CC(=O)N1CCc2cc(Br)cc(S(=O)(=O)N3CCN(C(=O)c4ccco4)CC3)c21
→ -0.5% | 2% | 2.6 | -8% | -15% | 1.1 | i | 1.1% | 0.3% | 54
- CCOC(=O)c1ccc(NC(=O)c2nc[nH]c2C(=O)N2CCC(C)CC2)cc1
→ . | 4% | 1.5 | -9% | -11% | . | i | -0.7% | -0.1% | 66
- CC(=O)N1CCC2(CC1)CC(=O)c1cc(OCC(=O)NCc3ccc(C)cc3)ccc1O2
→ -4.1% | 15% | -1.1 | 24% | -12% | 1 | i | 3.4% | -0.1% | 80
- Cc1cc(C(=O)NCc2ccc(F)cc2)n(-c2ccccc2)n1
→ . | 7% | 0.1 | 2% | 5% | . | i | 2.1% | 0.3% | 55
- COc1ccc(N(C(=O)c2snc(C(N)=O)c2N)C(C(=O)NCc2ccccc2)c2ccc(O)cc2)cc1OC (configuration not stated)
→ . | 18% | 1.4 | -11% | -15% | . | . | -8.1% | 0.5% | 58
- O=C(Cc1ccccc1)Nc1cccc(NC(=O)c2ccccc2)c1
→ . | -49% | 0.3 | -18% | -30% | . | . | -0.1% | 0.6% | 42
- O=C(CSc1nnc(CNc2ccc(F)cc2)o1)N1CCN(C(=O)c2ccco2)CC1
→ 0.9% | 2% | 2.3 | 15% | -1% | 1.1 | i | 0.7% | -0.2% | 65
- COc1cc(NC(=O)COc2cccc(C)c2C)ccc1NC(=O)c1ccco1
→ . | 15% | 0.7 | -35% | -18% | . | . | -2.2% | -0.2% | 69
- CCOC(=O)N(NC(=O)C(O)(CC(C)C)CC(C)C)c1ccccc1
→ -0.4% | 10% | -1.6 | -34% | 22% | 1.1 | i | 1.0% | -0.4% | 53
- COCc1cc(C)c2c(N)c(C#N)sc2n1
→ -2.0% | -1% | 0.5 | 44% | -18% | 1.1 | i | 0.3% | -0.2% | 75
- CCCc1cc(=O)[nH]c(SCC(=O)c2[nH]c(C)c(C(=O)OCC)c2C)n1
→ 0.0% | -5% | 0.3 | 17% | -28% | 1 | i | 1.3% | -0.3% | 64
- CC(C)Nc1nnc(SCC(=O)c2c(N)n(Cc3ccccc3)c(=O)n(C)c2=O)s1
→ 1.7% | 2% | -0.5 | 11% | 4% | 1.1 | i | 1.2% | -0.1% | 48
- CC(Sc1ccc(Cl)cc1)C(=O)NNC(=O)c1csc(N2CCOCC2)n1 (configuration not stated)
→ . | 3% | 0.4 | -12% | 1% | . | . | 12% | -0.1% | 80
- O=C(CN1CCOCC1)N1CCc2ccccc2C(c2ccccc2)C1 (configuration not stated)
→ -1.7% | 17% | 2.8 | -47% | 17% | 1.1 | i | 7.6% | -0.2% | 46
- CCc1ccc(Oc2nnnn2-c2ccc(C(N)=O)cc2)cc1
→ 1.1% | 4% | 0.8 | -12% | -52% | 1.1 | i | -2.1% | -0.1% | 62
- CCSc1nnc(NC(=O)Cn2cnc3ccccc3c2=O)s1
→ . | -14% | 1.2 | 11% | 0% | . | i | . | 0.2% | 64
- Cc1cc(C)n(/N=C/c2cccs2)c(=O)c1C#N
→ 2.0% | 12% | -1.6 | 38% | -14% | 1.2 | i | 2.4% | -0.4% | 85
- O=C(CSc1nnc(C2CCCCC2)n1Cc1ccccc1)NCc1ccco1
→ -0.8% | 2% | 0.2 | -42% | 4% | 1.1 | i | -3.8% | -0.2% | 80
- CCOC(=O)C1[C@H]2C(=O)N(C(C)c3ccc(OC)cc3)C[C@]23C=C[C@H]1O3 (some centres not stated)
→ -1.9% | 10% | 0.9 | 10% | 9% | 1.1 | i | -1.2% | 0.3% | 81
- O=S(=O)(c1cccc(NC(=S)N2CCN(c3cccc(Cl)c3)CC2)c1)C(F)F
→ 0.0% | 25% | 22 | 22% | 53% | 1 | i | -5.1% | 0.1% | 70
- O=C(O)C(Cc1ccccc1)n1cnnn1 (configuration not stated)
→ -1.3% | 10% | 0.3 | 8% | 0% | 1.1 | . | 5.3% | -0.1% | 52
- O=C(COC(=O)c1ccccc1NC(=O)c1ccco1)NC1CC1
→ -0.9% | 4% | 0.5 | -14% | -13% | 1.1 | i | -1.5% | -0.2% | 42
- CS(=O)(=O)N(CCCC(=O)N1CCCCCC1)c1cccc(Cl)c1
→ . | 7% | 0.1 | -22%[20 µM] | 0% | . | . | 2.2% | -0.1% | 79
- COC(=O)c1c(C)[nH]c(C=Nc2ccc(OC)cc2)c1C
→ . | 2% | -0.5 | -1% | -14% | . | i | -4.8% | 0.4% | 55
- CC(=O)Nc1ccc(S(=O)(=O)NNC(=O)NC23CC4CC(CC(C4)C2)C3)cc1
→ . | 6% | 3.7 | -9% | -23% | . | . | 9.9% | -0.1% | 41
- COC(=O)c1ccc(C23CC4(C2)[C@H](CN(Cc2ccc(C(F)(F)F)cc2)[C@@H]4c2ccccc2)C3c2ccc(C(F)(F)F)cc2)cc1 (some centres not stated)
→ . | 4% | -0.9 | -8% | 5% | . | i | 4.2% | 1.4% | 56
- CC(C)Cn1c(SCC(=O)NC(=O)Nc2ccc3c(c2)OCCO3)nc2ccccc2c1=O
→ 1.6% | -6% | 10 | 5% | -22% | 1.1 | i | 5.9% | -0.3% | 41
- O=C(Cn1cnc([N+](=O)[O-])n1)N/N=C/c1cccc(Cl)c1
→ 0.8% | 13% | 0.0 | 46% | -16% | 1.1 | i | -1.3% | -0.5% | 94
- O=C(/C=C/Nc1ccccc1O)c1ccco1
→ . | -50% | 1.1 | 19% | -9% | . | i | -0.9% | -0.1% | 48
- CCCN1CCC(NC(=O)Nc2cccc3ccccc23)CC1
→ . | 18% | 3.3 | -4% | 6% | . | i | 1.8% | -0.1% | 67
- CCOC(=O)c1cccc(N2C(=O)c3ccccc3S2(=O)=O)c1
→ -1.9% | -15% | 0.0 | -12% | -32% | 1.1 | . | 1.9% | -0.1% | 76
- CC1(OC(=O)CCc2ccccc2)C(=O)C=C2C=C3CCCN3C=C2C1=O (configuration not stated)
→ . | 6% | 1.3 | 36% | 7% | . | i | -2.1% | -0.1% | 72
- CCCCOc1nc(N)nc(-c2ccccc2)n1
→ -3.4% | -11% | -1.1 | 5% | -24% | 1.1 | i | -1.4% | 1.0% | 112
- OCC[C@@H]1C[C@H](O)[C@@H](O)[C@]2(Cc3ccccc3CCO2)O1
→ . | -4% | -2.5 | -19%[20 µM] | 39% | . | . | 3.5% | -0.2% | 49
- O=C(OCC(=O)N1CCCC1)c1c2c(nc3ccccc13)CCCCC2
→ 0.0% | 16% | 1.0 | -4% | -29% | 1.1 | i | -2.3% | -0.2% | 43
- CCn1c(=S)sc2c(=O)n(CC(=O)Nc3ccc(C(C)=O)cc3)c(C)nc21
→ . | 8% | 11 | -10% | -12% | . | . | -2.7% | 0.3% | 73
- COC(=O)CCN(C(=O)C1C2CC3CC(C2)CC1C3)c1ccccn1 (configuration not stated)
→ -0.9% | 12% | 0.4 | 8% | 0% | 1.2 | i | -2.6% | 0.6% | 87
- CCCCC(CC)C1OCC(C[N+]2(C)CCOCC2)O1 (configuration not stated)
→ -1.8% | -13% | 2.6 | -7% | -13% | 1.1 | i | 1.2% | -0.2% | 55
- COc1ccc(C(=O)COC(=O)COc2cc(C)cc(C)c2)cc1
→ . | 0% | 0.5 | 13% | -15% | . | . | -1.7% | 0.0% | 51
- COC(=O)C1CCN(C(=O)C2CCCCC2)CC1
→ -1.5% | 10% | -1.7 | 10% | -15% | 1 | i | -4.7% | -0.1% | 52
- O=C(c1cc(COc2cccc(C(F)(F)F)c2)on1)N1CCC(c2ccncc2)CC1
→ . | 44% | 1.5 | 3% | 7% | . | . | 1.9% | 0.0% | 51
- O=Cc1ccc(C(=O)OCC(=O)N2CCCC2)cc1
→ . | 16% | -0.3 | -19% | 13% | . | . | -0.7% | 0.2% | 46

In the list so far, these have an NH in an aromatic ring:
Values run as follows: ER stress rescue | NOD2 inhibition | NTR1 ag | KOR beta-arrestin-2 | NOD1 inhibition | TNAP activators | Yfh1-depleted yeast | KOR beta-arrestin-1 | GPR55 activation | NTR1 ag cell count 20 µM
- CCN(CC)CCNC(=O)c1c(O)c2c([nH]c1=O)CCCC2
→ 1.2% | 9% | 1.4 | -37% | -10% | 1 | i | -9.0% | 0.6% | 60
- CCOC(=O)c1ccc(NC(=O)c2nc[nH]c2C(=O)N2CCC(C)CC2)cc1
→ . | 4% | 1.5 | -9% | -11% | . | i | -0.7% | -0.1% | 66
- CCCc1cc(=O)[nH]c(SCC(=O)c2[nH]c(C)c(C(=O)OCC)c2C)n1
→ 0.0% | -5% | 0.3 | 17% | -28% | 1 | i | 1.3% | -0.3% | 64
- COC(=O)c1c(C)[nH]c(C=Nc2ccc(OC)cc2)c1C
→ . | 2% | -0.5 | -1% | -14% | . | i | -4.8% | 0.4% | 55

Compound activity: PubChem, several laboratories

A portion of the library; the hit share may differ from the screen's.
